Compound activity as filed in PubChem BioAssay.
Bfl-1 inhibitors: Bfl-1 inhibitors, primary screen, biochemical, fluorescence polarization, FITC-Bid, mouse (AID 432). FITC-Bid BH3 peptide fluorescence polarization displacement; higher % means a stronger effect. hit rate 0.02% among 64,000. displacement, % at 20 µM; hits with a dose series show IC50 in µM; in the data active = a potency from the dose series; inactive = the rest, 99 in 100 with displacement below about 15%; note: strong numbers were not always called active
LYP inhibition: inhibition of human PTPN22 tyrosine phosphatase – biochemical, DiFMUP fluorescence, recombinant catalytic domain, 10 µM, primary screen (AID 606) | 52,000 tested, under 10 active | recombinant LYP catalytic domain, DiFMUP fluorescence; higher % means a stronger effect | inhibition, % at 10 µM, or IC50 in µM where a hit was titrated;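 active = IC50 under 40 µM in the dose-response test; inactive = IC50 of 40 µM or more, or never dose-tested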
HPDE-C7K KRASV12: viability loss of HPDE-C7K cells – cell-based, fluorescence, HTS, primary screen (AID 431). HPDE-C7K KRASV12 cells, Alamar Blue viability, 48 h; higher % means a stronger effect. hit rate 1.7% among 63,000. cytotoxicity, % at 10 µM; hits with a dose series show EC50 in µM;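 active = compounds whose percent cytotoxicity in the single-dose primary screen, scaled between solvent and toxic-drug controls, exceeds 50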;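 note: 0% = DMSO solvent wells and 100% = doxorubicin-treated wells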
Spn DPM-DC inh: S. pneumoniae DPM-DC inhibition | purified DPM-DC, PK/LDH coupled NADH fluorescence | calls only at 10 µM | hit rate 0.49% among 65,000 | AID 556;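 active = the 320 compounds with the highest percent inhibition in the single-dose primary screen, excluding strongly autofluorescent ones, cut at about 32% in these data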;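 note: kinetic rate of NADH fluorescence loss reporting ADP formed by the decarboxylase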
HT1080 viability: cytotoxicity in HT1080 fibrosarcoma cells, cell-based, fluorescence readout (AID 620); HT1080 viability, fluorescence; higher % means a stronger effect; cytotoxicity, % at 10 µM; hits with a dose series show EC50 in µM; hit rate 0.42% among 87,000;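 note: cells exposed to compound overnight then 4 h with Alamar Blue; 0% = vehicle DMSO and 100% = killing control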
HPDE-C7 cytotoxicity: HPDE-C7 pancreatic duct cell viability loss – fluorescence, HTS (AID 430); HPDE-C7 pancreatic duct cells viability, fluorescence; higher % means a stronger effect; one-dose cytotoxicity, % at 10 µM; EC50 in µM for titrated hits; hit rate 1.8% among 63,000;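 note: cells exposed to compound for 48 hours before viability readout; 0% = vehicle and 100% = reference cytotoxic drug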
Spn PMK inh: inhibitors of Streptococcus pneumoniae phosphomevalonate kinase; purified PMK, PK/LDH-coupled NADH absorbance 340 nm; inhibition, % at 10 µM; hit rate 0.49% among 65,000; AID 539;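 active = top-ranked compounds by inhibition in the single 10 µM screen, taking a fixed number of the strongest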;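 note: 0% = full reaction with DMSO carrier and 100% = background rate without enzyme reaction; no value below 0 was filed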
TNAP inhibition: human TNAP enzyme inhibitors, biochemical, luminescent (AID 518); purified TNAP enzyme, luminescent substrate readout; higher % means a stronger effect; inhibition, % at 20 µM; hits with a dose series show IC50 in µM; hit rate 0.09% among 64,000; in the data active = a potency from the dose series; inactive = the rest, 99 in 100 with inhibition below about 22%;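 note: plate controls were vehicle for no effect and reference inhibitor for full effect; many of its hits are not listed in these tables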
MK inhibit: inhibitors of Streptococcus pneumoniae mevalonate kinase. purified MK, PK/LDH-coupled NADH absorbance 340 nm. inhibition, % at 10 µM. hit rate 0.48% among 65,000;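 active = ranked among the strongest by inhibition in the single 10 µM screen, a fixed top-ranked set picked for dose follow-up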; note: no value below 0 was filed
Spn PMK inh pilot replicates: further read-out of Spn PMK inh, marked with its call; inhibition, %; measured here: pilot screen replicates
MK inhibit pilot replicates: second read-out of MK inhibit, no call of its own (marks repeat the call); inhibition, %; measured here: pilot screen replicates
Spn DPM-DC inh pilot screen %: also measured in Spn DPM-DC inh; calls as there; inhibition, %; measured here: pilot screen trials
* = called active by the depositor; i = inactive; . = no result given; & = joins results of further samples. Cut-off read from the data, not from the text of the source, unless noted: active = cytotoxicity above about 50%; inactive = the rest.

SMILES	Bfl-1 inhibitors	LYP inhibition	HPDE-C7K KRASV12	Spn DPM-DC inh	HT1080 viability	HPDE-C7 cytotoxicity	Spn PMK inh	TNAP inhibition	MK inhibit	others
CC1Cc2cc(/C(O)=C3/C(=O)C(=O)N(Cc4ccco4)C3c3cccs3)ccc2O1 (centres undefined)	-7%	-2%	-3%	i	4%	5%	9	8%	0
CN=c1scc(C)n1/N=C/c1ccc2c(c1)OCO2	2%	-10%	18%	i	10%	13%	18	8%	6
COC(=O)c1c(F)c(F)c(NCCO)c(F)c1F	-3%	3%	-21%	i	8%	-4%	0	-1%	6
O=c1cc(Cn2nnc(-c3ccc(Cl)cc3)n2)nc2sccn12	3%	-2%	-12%	i	8%	3%	19	21%	0
CCn1c(COc2ccc(OC)cc2)nnc1SCC(=O)Nc1cc(OC)ccc1OC	7%	9%	2%	i	2%	-3%	6	5%	8
Cc1csc(NC(=O)C2CCCN(S(=O)(=O)c3cccnc3)C2)n1 (centres undefined)	3%	6%	0%	i	4%	-6%	6	9%	4
Cc1ccc(NC(=O)C2CC(=O)NC(N3CCCCC3)=N2)cc1Cl (centres undefined)	-6%	14%	-6%	i	1%	-1%	6	0%	14
CCOc1ccc(-c2nnc(NC(=O)c3ccc(OCC(C)C)c(OC)c3)o2)cc1	1%	-2%	19%	.	4%	24%	14	13%	0
O=C(OCC(=O)N1CCC(Cc2ccccc2)CC1)c1ccc[nH]c1=O	4%	-6%	3%	i	1%	5%	16	15%	2	Spn PMK inh pilot replicates=1.5;MK inhibit pilot replicates=2.0;Spn DPM-DC inh pilot screen %=1.5
Cc1ccc(C(O)CN2C3=NCCN3c3ccccc32)cc1 (centres undefined)	3%	-12%	24%	i	16%	9%	6	10%	7
CC1N=C2c3ccccc3N=C(SCc3cc(=O)n4ccccc4n3)N2C1=O (centres undefined)	1%	.	7%	i	15%	1%	8	2%	9
Cn1c(C(=O)OC(C(=O)NC2CCCCC2)c2ccncc2)cc2sccc21 (centres undefined)	-2%	.	-6%	i	-3%	2%	6	10%	1
O=C(CCCSc1nc2ccccc2[nH]1)N1CCN(c2ccccc2)CC1	-4%	8%	6%	i	5%	-1%	18	7%	3
Cn1c(NCc2ccccc2)nc2c1c(=O)n(Cc1ccc(Br)cc1)c(=O)n2C	-4%	.	21%	i	24%	26%	12	6%	2
CN1C(=O)NC(c2cccc(O)c2)C(C(=O)c2cccs2)C1(O)C(F)(F)F (centres undefined)	2%	.	11%	i	-2%	9%	12	15%	0
CCC(=O)Nc1ccc(S(=O)(=O)c2ccc(NC(=O)CC)cc2)cc1	-4%	1%	6%	i	3%	10%	0	5%	1
CCOC(=O)c1ccc(N2CSC3=C(C#N)C(c4ccc(OC)cc4OC)CC(=O)N3C2)cc1 (centres undefined)	-3%	0%	-14%	i	-1%	-13%	0	7%	5
Cc1ccnc2c(N3C(=O)C4C5C=CC(C5)C4C3=O)cccc12 (centres undefined)	2%	7%	6%	i	-4%	7%	0	6%	6
COc1ccc(/C(C)=N\n2cnnc2)cc1	0%	15%	2%	i	20%	-3%	0	5%	1
COc1ccccc1NC(=O)C1=C(C)Nc2ncnn2C1c1ccc(C)o1 (centres undefined)	6%	5%	-2%	i	-11%	-16%	3	13%	12	Spn PMK inh pilot replicates=2.5;MK inhibit pilot replicates=0.0;Spn DPM-DC inh pilot screen %=1.5
CCOc1ccc2[nH]c(=O)c(CN(Cc3ccccc3)C(=O)N3CCCC3)cc2c1	-2%	6%	-5%	i	8%	-4%	15	8%	8	Spn PMK inh pilot replicates=0.0;MK inhibit pilot replicates=0.5;Spn DPM-DC inh pilot screen %=9.0
C=CCC1(O)C(=O)N2C(=C1C(=O)N1CCOCC1)c1ccccc1CC2(C)C (centres undefined)	-8%	-2%	-8%	i	.	-10%	0	8%	3
O=C(CCC1CCCC1)N1CCN(C(=O)c2ccco2)CC1	3%	-2%	-8%	i	0%	2%	8	4%	9
CCN(CC(=O)Nc1ccc2c(c1)OCCO2)CC(=O)Nc1cc(C)on1	-3%	-10%	-1%	i	-4%	0%	6	3%	0
COc1ccc(-c2nnco2)cc1OC	0%	.	7%	i	11%	-4%	8	8%	12
CC(=O)N=c1sc2c3ccccc3ccc2n1C	1%	8%	7%	i	3%	5%	16	7%	9
CN1CCN(CC(=O)N2CCn3c4c(c5cc(C6CCCCC6)ccc53)CCCC42)CC1 (centres undefined)	3%	1%	4.4µM*	i	15µM*	3.5µM*	2	3%	0
CN(C(=O)c1ccncc1)C1CCS(=O)(=O)C1 (centres undefined)	-1%	-19%	-2%	i	2%	-13%	0	8%	0
O=C(OCCN1CCOCC1)c1cccnc1	9%	.	10%	i	-2%&-8%	0%	0	2%	9
CCSc1nnc(Cc2cc(=O)[nH]c(=O)[nH]2)n1-c1ccc(F)cc1	-4%	2%	8%	i	.	4%	12	7%	0
O=C(O)C1CC(=O)N(Cc2ccccc2)C1 (centres undefined)	-5%	4%	7%	i	4%	-6%	5	8%	4	Spn PMK inh pilot replicates=5.0;MK inhibit pilot replicates=0.0;Spn DPM-DC inh pilot screen %=2.0
O=C1c2oc3ccccc3c(=O)c2C(c2cccc(Br)c2)N1Cc1ccco1 (centres undefined)	14%	.	5%	i	-10%	14%	1	-12%	6
N=c1c2c(-c3ccccc3)c(-c3ccccc3)n(Cc3ccco3)c2ncn1Cc1ccco1	7%	11%	12µM*	i	13%	7.7µM*	0	2%	13
O=C(CCn1cnc2ccccc2c1=O)Nc1ccc2c(c1)OCCO2	1%	6%	6%	i	6%	-2%	0	5%	7
COCCCNc1nc2c(c(=O)[nH]c(=O)n2C)n1CC(O)COc1cccc(C)c1 (centres undefined)	1%	10%	-10%	i	0%	-34%	17	11%	10
Cn1nnnc1SCc1nc2ccccc2[nH]1	0%	8%	4%	i	6%	-1%	12	6%	4
COc1ccccc1N1CCN(C(=O)COc2ccc(C)cc2Br)CC1	-6%	-3%	-5%	i	1%	7%	13	5%	10
Cc1ccc(S(=O)(=O)Nc2cc(NC(=O)CN3CCOCC3)ccc2Cl)cc1	-4%	6%	-4%	i	4%	3%	6	14%	11
C=CCN1C(=O)C2(c3ccccc31)C1CCCC=C1C(C#N)=C(N)C2(C#N)C#N (centres undefined)	-5%	-3%	-5%	i	0%	-22%	19	10%	6	Spn PMK inh pilot replicates=0.0;MK inhibit pilot replicates=4.0;Spn DPM-DC inh pilot screen %=1.0
O=C(CSc1nc(-c2ccccc2)cs1)NCc1ccco1	0%	7%	2%	i	5%	-6%	2	13%	10	Spn PMK inh pilot replicates=1.0;MK inhibit pilot replicates=0.5;Spn DPM-DC inh pilot screen %=0.0
CC(=O)[C@@]1(O)CC[C@H]2[C@@H]3C[C@H](C)C4=CC(=O)C=C[C@]4(C)[C@@]3(F)[C@@H](O)C[C@@]21C	5%	5%	3%	i	0%	9%	7	12%	3	Spn PMK inh pilot replicates=10;MK inhibit pilot replicates=2.0;Spn DPM-DC inh pilot screen %=1.0
COc1ccc(NC(=O)CSc2nnc(-c3cccs3)n2Cc2ccco2)cc1OC	4%	7%	-7%	i	-7%	-17%	17	5%	5
COc1ccc(N(CC(=O)Nc2ccc3c(c2)OCCO3)S(=O)(=O)c2cccnc2)cc1	1%	.	-1%	i	.	-6%	12	14%	8	Spn PMK inh pilot replicates=1.5;MK inhibit pilot replicates=1.0;Spn DPM-DC inh pilot screen %=2.5
COc1ccc(CN2CCCCC2c2cccnc2)c(OC)c1C (centres undefined)	1%	4%	-16%	i	-9%	-15%	0	7%	1
Cc1[nH]c(-c2ccco2)nc1C(=O)O	3%	3%	2%	i	11%	0%	14	13%	4
COc1ccccc1NC(=O)c1ccccc1-c1nc(-c2ccccc2OC)no1	-1%	10%	21%	i	-7%	18%	5	3%	11
NCCCC(=O)N1c2ccccc2Sc2ccccc21	-1%	-6%	5%	i	5%	-1%	2	8%	1
COc1ccc(N2CCN(C(=O)CSc3nnnn3-c3ccc4c(c3)OCCO4)CC2)cc1	6%	-3%	-16%	i	-11%	-18%	10	-6%	4
Cc1cccc(-n2c(C)nc3c(cnn3-c3ccc(F)cc3)c2=O)c1	3%	.	-11%	i	-6%	-9%	17	13%	4
CCS(=O)(=O)Nc1ccc(C(=O)CC2(O)C(=O)Nc3ccccc32)cc1 (centres undefined)	0%	.	-31%	i	-56%	-57%	11	0%	7	Spn PMK inh pilot replicates=2.0;MK inhibit pilot replicates=2.0;Spn DPM-DC inh pilot screen %=3.0
COc1ccc(CCNC(=O)C2CCN(C(=O)N(C)C)CC2)cc1OC	-5%	-7%	-12%	i	4%	-9%	9	3%	0	Spn PMK inh pilot replicates=4.0;MK inhibit pilot replicates=1.5;Spn DPM-DC inh pilot screen %=1.0
Cc1cc(C)c(NC(=O)C(C)(C)C)c(Cl)c1	1%	12%	5%	i	-7%	-4%	0	9%	5
COc1ccccc1-c1nnc(SCc2nc3ccccc3[nH]2)n1C	4%	1%	-1%	i	-1%	-6%	3	-11%	10
O=C(O)c1cc2sccc2s1	5%	11%	-18%	i	-2%	-3%	2	13%	5
COc1ccccc1NC(=O)C1=C(C)Nc2nc(CCCO)nn2C1c1cccnc1 (centres undefined)	-2%	.	2%	i	6%	-5%	6	13%	2	Spn PMK inh pilot replicates=5.5;MK inhibit pilot replicates=0.0;Spn DPM-DC inh pilot screen %=2.0
C#CCOC(=O)CCC(=O)NCCc1ccccc1	2%	.	-16%	i	-13%	-13%	11	-1%	10
O=C(Cn1nnc(-c2ccc(CN3CCOCC3)cc2)n1)Nc1nc(-c2ccccc2)cs1	4%	15%	-32%	i	14%	-26%	5	8%	.
O=S(=O)(Cc1ccccc1)/C1=C(\N2CCOCC2)CCCCCC1	3%	11%	-1%	i	8%	-2%	15	1%	4
O=C(CNC(=O)c1ccco1)OCC(=O)c1ccc2c(c1)CCCC2	-3%	.	-7%	i	8%	3%	11	8%	8
CCOC(=O)CC1=CSC2=NS(=O)(=O)CCN12	-6%	-3%	0%	i	0%	-4%	10	3%	5
COc1cccc(OCCCCCN2CCOCC2)c1	-3%	.	1%	i	18%	-1%	0	8%	3
CCCCn1c(-c2ccccc2)nc2c(=O)n(C)c(=O)[nH]c21	-2%	.	6%	.	-1%	8%	7	6%	2
CCOCCn1c(SCC(=O)OCc2ccccc2)nc2c1c(=O)[nH]c(=O)n2C	1%	-34%	7%	i	-5%	9%	10	6%	4

Sorted by formula weight (rising): part of the list above
SMILES	Bfl-1 inhibitors	LYP inhibition	HPDE-C7K KRASV12	Spn DPM-DC inh	HT1080 viability	HPDE-C7 cytotoxicity	Spn PMK inh	TNAP inhibition	MK inhibit	others
O=C(O)c1cc2sccc2s1	5%	11%	-18%	i	-2%	-3%	2	13%	5
CCS(=O)(=O)Nc1ccc(C(=O)CC2(O)C(=O)Nc3ccccc32)cc1 (centres undefined)	0%	.	-31%	i	-56%	-57%	11	0%	7	Spn PMK inh pilot replicates=2.0;MK inhibit pilot replicates=2.0;Spn DPM-DC inh pilot screen %=3.0
CCOCCn1c(SCC(=O)OCc2ccccc2)nc2c1c(=O)[nH]c(=O)n2C	1%	-34%	7%	i	-5%	9%	10	6%	4
